yeast sgs1 mgt1 = NCI yeast anticancer drug screen, S. cerevisiae sgs1 mgt1 strain; % growth inhibition at 50 µM; AID 161, 2004; 10% of 78,000 active;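 further: 0% = growth of vehicle-only cultures of the same strain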
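Read-out: growth inhibition vs vehicle controls. Cells: mutant yeast strain deficient in DNA damage repair.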
yeast mlh1 rad18 = NCI yeast anticancer drug screen, S. cerevisiae mlh1 rad18 strain; % growth inhibition at 50 µM; AID 175, 2004; 11% of 79,000 active;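 further: 0% = growth of vehicle-only cultures of the same strain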
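Cells of a genetically altered yeast strain, deficient in DNA damage repair, were treated with compound. Their growth was then compared with that of vehicle-treated cultures to give inhibition.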
yeast rad50 = NCI yeast anticancer drug screen, S. cerevisiae rad50 strain; growth inhibition, % at 50 µM; 10% of 79,000 active; AID 155, 2004;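 further: 0% = growth of vehicle-only cultures of the same strain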
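Growth of the mutant yeast was measured after compound exposure and referenced to vehicle-treated cultures.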
yeast cln2 rad14 = NCI yeast anticancer drug screen, S. cerevisiae cln2 rad14 strain. % growth inhibition at 50 µM. 8.3% of 78,000 active;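 further: 0% = growth of vehicle-only cultures of the same strain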
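Strain: cln2 rad14 yeast, altered in cell cycle control and DNA damage repair. Read-out: growth inhibition vs vehicle.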
bub3 = NCI yeast anticancer drug screen, S. cerevisiae bub3 mutant strain; 9.9% of 78,000 active; % growth inhibition at 50 µM; AID 167, 2004;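 further: 0% = growth of vehicle-only cultures of the same strain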
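Readout: yeast growth inhibition, expressed relative to vehicle-only wells. The test organism is a mutant strain from a panel with lesions in DNA repair or checkpoint genes.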
yeast mec2-1 = NCI yeast anticancer drug screen, S. cerevisiae mec2-1 strain | 9% of 79,000 active | growth inhibition, % at 50 µM;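 further: 0% = growth of vehicle-only cultures of the same strain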
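Growth inhibition is read against vehicle-treated controls after compound exposure of the mec2-1 yeast strain, which is defective in DNA damage repair or cell cycle control.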
* marks the source's active call; other numbers are inactive results; & = joins results of further samples. No stated cut-off is given here; in the data, active means growth inhibition above about 70%; inactive means the rest.

SMILES	yeast sgs1 mgt1	yeast mlh1 rad18	yeast rad50	yeast cln2 rad14	bub3	yeast mec2-1
CC(=O)OC1C(O)C(C)OC(OC(=O)C2CCC3C(C2)OC2(CC(OC(=O)/C=C/c4ccccc4)C(C)CO2)C32CO2)C1OC1OC(C)C(O)C(O)C1O (stereo not drawn)	47	88*	88*	76*	88*	90*
O=C(CBr)Nc1ccccc1[N+](=O)[O-]	6	-5	8	0	6	-1
CC(C)OC(=O)NCc1ccccc1	-2	4	15	4	-4	-4
O=C(NCCO)c1ccc(Cl)cc1	-31	-44	-24	19	-32	-26
CN(C)/C=C/C=C1C(=O)N(C)C(=O)N(C)C1=O	1	0	12	-12	37	-4
O=C1C2CSCN2C(=O)C2CSCN12 (stereo not drawn)	6	4	5	12	9	4
CC(C)(C)Oc1ccc(CC(NC(=O)OCC2c3ccccc3-c3ccccc32)C(=O)O)cc1 (stereo not drawn)	91*	90*	91*	92*	89*	93*
BrC1CCCCCC(Br)C12OCCO2 (stereo not drawn)	9&7	-72&-6	22&7	18&-11	30&-5	-12&0
CCCCC(CC)CN(CCOC(=O)c1cc2ccccc2oc1=O)CC(CC)CCCC (stereo not drawn)	49	32	21	55	21	-4
COc1ccc(/C=C/C(=O)c2c(-c3ccccc3)nn(C)c(=O)c2N2CCCCC2)cc1	-11	2	8	26	7	-8
CC(C)CCCC(C)C1CCC2(C)C3=C(CCC12C)C1(C)CCC(O)C(C)(C)C1CC3=O (stereo not drawn)	-19	-5	0	2	2	0
CC1(C)C(C)(C)C1(Br)Br	-19	1	-22	-12	-9	-18
OC(CCN1CCOCC1)C1c2ccccc2Cc2ccccc21 (stereo not drawn)	60	23	77*	-28	47	-1
Brc1ccccc1C=NC12CC3CC(CC(C3)C1)C2	2	-5	-3	-55	-3	-8
CC1=NN(c2ccccc2)C(=O)C1=C1SCCCS1	11	2	-14	16	-5	-25
Oc1cc(O)cc(/C=C/c2ccc(O)c(O)c2)c1	6	19	5	6	18	-2
CCOC(=O)/C=C1\COc2nc(N)[nH]c(=O)c2N1	-2	-1	-2	4	-2	-15
CCCCS/C(=C(/C#N)C(N)=O)c1cc2c([nH]1)CCCC2	61	-32	41	54	83*	62
CN1CCCC2[C@@H]3CCC4=C(O)C(=O)CC[C@]4(C)C3CC[C@@]21C (stereo partly drawn)	-4	18	9	22	1	-6
Clc1ccc(SSc2ccc(Cl)cn2)nc1	58	81*	78*	21	83*	96*

The last 2 records of the section above lead into the next.
SMILES	yeast sgs1 mgt1	yeast mlh1 rad18	yeast rad50	yeast cln2 rad14	bub3	yeast mec2-1
CN1CCCC2[C@@H]3CCC4=C(O)C(=O)CC[C@]4(C)C3CC[C@@]21C (stereo partly drawn)	-4	18	9	22	1	-6
Clc1ccc(SSc2ccc(Cl)cn2)nc1	58	81*	78*	21	83*	96*
CC(C)(N)CNCC(C)(C)N	0	-2	7	-6	0	-4
O=C(c1cccc(C(=O)c2ccc3c4c(cccc24)C(=O)N(c2ccccc2)C3=O)c1)c1ccc2c3c(cccc13)C(=O)N(c1ccccc1)C2=O	-23	-21	-35	12	-25	-37
Nc1ncnc2c1ncn2C1OC(CO)C(NC(=O)C(N)CCC(=O)O)C1O (stereo not drawn)	22	-5	2	-9	-1	-4
BrCc1cccc2ccc3cccc(CBr)c3c12	72*	73*	66	-24	65	22
O=C1c2ccccc2C(=O)N1c1ccccc1Cl	28	20	4	-111	39	-11
CC(=O)C1C(c2ccccc2)=C(c2ccccc2)c2ccccc21 (stereo not drawn)	-7	17	15	-7	2	-2
O=C1c2c(ccc3c2CCCC3)CC12Cc1ccccc1C2	9	5	9	-3	5	-4
O=CC(=O)C(C(=O)O)[N+](=O)[O-] (stereo not drawn)	-25	-44	-7	-3	-17	0
O=c1cc(Nc2ccc(Cl)cc2)[nH]c(=O)[nH]1	-6	-8	-1	-62	6	-5
CCOC(=O)[C@H]1Nc2ccc([N+](=O)[O-])cc2C2c3ccccc3CC21 (stereo partly drawn)	91*	84*	80*	86*	88*	88*
Cc1c(Cl)cccc1NC(=O)C(C)NCC(C)C (stereo not drawn)	-6	-20	-4	-12	15	0
O=C1c2ccccc2C(=O)c2c(O)ccc(O)c21	22&54	14&50	40&51	34&24	29&52	11&37
C1=C(c2ccccc2)SC=C(c2ccccc2)S1	-1	-5	-16	-3	83*	9
CCc1ccccc1NC(=O)Nc1ccc(C(=O)O)c(O)c1	27	26	34	21	30	10
CCOC(=O)CNC(N)=O	-20	5	34	19	24	15
CCc1c(Cl)nc(N)nc1Nc1ccc(C)cc1	-11	-7	-21	-25	12	-5
COC(=O)Oc1nn(C(=O)OC)c(=O)c2ccccc12 (tested in a mixture with another compound)	3	34	-6	-1	11	3
Cc1ccc([N+](=O)[O-])cc1NC(=O)Oc1ccc(Cl)cc1Cl	-11	-13	-5	1	2	9
CCO[Si](CC)(OCC)OCC	-12	32	27	81*	-6	4
CCCCCCCCCCCCCCCCCC(=O)Nc1ccc(OC(=O)NC)cc1	32	14	6	-5	-3	3
Cn1c(N)nc(=O)c2[nH]cnc21	7	-17	-4	87*	-9	12
O=C(O)CCCCCNC(=O)c1ccccc1	16	22	18	6	-8	15
S=c1sc2ccccc2n1CN(c1ccccc1)c1ccc2ccccc2c1	59	18	17	5	36	0
O=C1CSCCO1	-4	-7	-7	-37	1	-27
O=C(Nc1ccccc1)OCC#CCOC(=O)Nc1ccccc1	18	11	27	-60	2	12
NC(=NC1CCCCC1)c1ccc(C(=O)OCC2CCCCC2)cc1	46	26	39	20	22	13
CCOC(=O)C(C)NCc1ccccc1 (stereo not drawn)	-1	-3	2	-40	1	0
CN(C)CC1CC/C(=C\c2ccc(Cl)c(Cl)c2)C1=O (stereo not drawn)	92*	90*	93*	91*	92*	94*
CCOC(=O)[C@@H]1C[C@H]1c1ccccc1	-1	-2	0	2	-20	4
C1=C(CN2CCCCC2)COc2ccccc21	47	77*	51	65	60	23
NC(N)=N/N=C/c1ccc(O)c(C(=O)O)c1	6	24	7	0	-57	-26
c1ccc(C(CCN2CCCC2)c2ccccn2)cc1 (stereo not drawn)	-18	-13	-15	-23	-33	-33
CCOC(=O)c1cc(Cc2ccccc2)c(=O)n(C)c1-c1ccccc1	93*	50	72*	-5	85*	3
Cc1nc2ccccc2c(=O)n1NC(=O)Cc1ccccc1	-7	-23	-23	2	-12	-11
Oc1ccc2ccccc2c1N=Nc1ccccn1	97*	98*	98*	93*	97*	97*
O=C(O)c1ccc(Cl)cc1C(=O)c1ccc(Cl)cc1	-3	-13	1	-43	-2	9
C=CC1=C(C)C(=O)N/C1=C\c1[nH]c(Cc2[nH]c(/C=C3/NC(=O)C(C(C)SC(C)=O)=C3C)cc2CCC(=O)O)c(CCC(=O)O)c1C (stereo not drawn)	1	45	-24	1	-23	12
Cc1cc(O)ccc1N=Nc1ccccc1	100*	100*	100*	99*	99*	100*
Cc1ncn(-c2ccccc2O)c1C	-29	-28	-10	32	-6	8
CC(CCc1nc2ccccc2s1)(c1ccc(O)cc1)c1ccc(O)cc1	99*	99*	99*	98*	99*	100*

Part of the list above, field by field:
> O=C(O)c1ccc(Cl)cc1C(=O)c1ccc(Cl)cc1
- yeast sgs1 mgt1 = -3
- yeast mlh1 rad18 = -13
- yeast rad50 = 1
- yeast cln2 rad14 = -43
- bub3 = -2
- yeast mec2-1 = 9

> Cc1cc(O)ccc1N=Nc1ccccc1
- yeast sgs1 mgt1 = 100*
- yeast mlh1 rad18 = 100*
- yeast rad50 = 100*
- yeast cln2 rad14 = 99*
- bub3 = 99*
- yeast mec2-1 = 100*

> NC(N)=N/N=C/c1ccc(O)c(C(=O)O)c1
- yeast sgs1 mgt1 = 6
- yeast mlh1 rad18 = 24
- yeast rad50 = 7
- yeast cln2 rad14 = 0
- bub3 = -57
- yeast mec2-1 = -26

Back to the main list with the 5 entries that preceded the break.
SMILES	yeast sgs1 mgt1	yeast mlh1 rad18	yeast rad50	yeast cln2 rad14	bub3	yeast mec2-1
O=C(O)c1ccc(Cl)cc1C(=O)c1ccc(Cl)cc1	-3	-13	1	-43	-2	9
C=CC1=C(C)C(=O)N/C1=C\c1[nH]c(Cc2[nH]c(/C=C3/NC(=O)C(C(C)SC(C)=O)=C3C)cc2CCC(=O)O)c(CCC(=O)O)c1C (stereo not drawn)	1	45	-24	1	-23	12
Cc1cc(O)ccc1N=Nc1ccccc1	100*	100*	100*	99*	99*	100*
Cc1ncn(-c2ccccc2O)c1C	-29	-28	-10	32	-6	8
CC(CCc1nc2ccccc2s1)(c1ccc(O)cc1)c1ccc(O)cc1	99*	99*	99*	98*	99*	100*
CC(=O)OCC1(C)CCC(C)CO1 (stereo not drawn)	8	7	-21	15	1	-4
C1=Nc2ccccc2/C1=C/c1cccc2ccccc12	21	31	29	16	38	30
CC(C)(C)C1=CC(=C2C(=O)C(=O)c3ccccc3C2=O)C=C(C(C)(C)C)C1=O	-13	-22	-3	7	22	-22
CCOC(=O)c1cnc2c(C(F)(F)F)cccc2c1N=[N+]=[N-]	1	95*	29	85*	67	18
O=C(C[N+](=O)[O-])c1ccccc1	-6	-2	-32	-39	-13	10
CC(CN(C)C)C(/C=C/c1ccc(F)cc1)=N\Nc1ccccc1 (stereo not drawn)	43	76*	30	4	16	13
C=C1C(=O)O[C@@H]2C[C@@]3(C)[C@H](O)CCC(=C)[C@@H]3C[C@H]12	4	6	-5	17	20	25
Cc1ccc(C)c(/C(=N\N=C(N)N)C2CC2)c1	-3	25	41	1	-69	-25
COc1ccc(C2OC2C(=O)c2ccc(F)cc2)cc1 (stereo not drawn)	1	8	26	-41	2	-8
N#Cc1c(-c2ccccc2)cc(-c2ccccc2)n(C2OCC(O)C(O)C2O)c1=S (stereo not drawn)	32	0	5	-7	3	31
CCCC(=O)c1c(NOC2OCC(OC(C)=O)C(OC(C)=O)C2OC(C)=O)nc(OC)n(C)c1=O (stereo not drawn)	-40	-17	-25	7	-16	3
Cc1cccc2c1NC(=O)C2=O	-3	14	22	16	-1	8
COc1ccc(OC)c2c(C(=O)O)c(C(C)c3ccccc3)ccc12 (stereo not drawn)	91*	92*	86*	96*	82*	91*
Cc1ccc(S(=O)(=O)NNC(=S)Nc2cccc3ccccc23)cc1	50	-1	10	13	66	-14
CN1CN(c2ccccc2)C2(CCN(c3nc4ccccc4s3)CC2)C1=O	-23	-17	-30	-18	3	-6
O=C1c2c(Br)c(Br)c(Br)c(Br)c2C(=O)N1c1nccs1	75*	72*	75*	46	69	71*
C=C1C(=O)OCC1C(=O)OCC (stereo not drawn)	0	14	9	3	-25	8
N#CCCCCCCn1cnc2c(=S)nc[nH]c21	18	22	5	-13	-5	10
COC(=O)/C=C\CC(=O)OC	-20	-1	3	-5	-11	-5
CC(=O)Nc1cc2cc(NS(=O)(=O)c3cc(C(F)(F)F)cc(C(F)(F)F)c3)ccc2oc1=O	-5	11	0	17	-10	-10
O=C(C[n+]1ccc2ccccc2c1)c1ccc(-c2ccccc2)cc1	98*	98*	98*	97*	99*	98*
O=C1CSC(c2ccco2)N1CCN1C(=O)CSC1c1ccco1 (stereo not drawn)	-13	-16	-19	-39	-9	-5
CCCCC[C@H](O)[C@H](C)C=C1SCCCS1	-32	-50	-34	20	-30	-50
Cc1ccc(/C=N/Nc2ccc([N+](=O)[O-])cc2)cc1	2	22	41	-32	-6	-7
O=C(c1ccccc1)C(c1ccccc1)C(Cl)c1ccccc1 (stereo not drawn)	31	19	21	3	-3	31
c1ccc2cc3c(cc2c1)[nH]c1ccccc13	-1	15	-11	-3	-25	-26
CCC(C)N(C(C)=O)C(C)CC (stereo not drawn)	-13	2	-4	15	2	-17
O=C(Nc1cccc(Br)c1)Oc1ccc(Cl)c2cccnc12	92*	91*	89*	89*	90*	91*
N#CC(C#N)=C(O)/C(=C/c1ccc(Cl)cc1Cl)NC(=O)c1ccccc1	-8	14	9	8	-13	1
BrCC1OCC2(CCCCC2)O1 (stereo not drawn)	29	11	28	4	34	36
COC(=O)c1cc(I)ccc1O	-6	14	-2	-5	6	-15
CCCCCCCCOc1ccc(C=Nc2ccc(C)cc2)cc1	0	13	-2	-10	17	19
CN(c1ccccc1)c1ccccc1	5	18	-14	3	-12	-7
O=C([O-])c1ccc(C(=O)[O-])cc1.O=C([O-])c1ccc(C(=O)[O-])cc1.[Mo+2].[Mo+2]	3	17	-39	9	-12	18
O=C1/C(=C/c2ccccc2)N=C2Sc3c(nc[nH]c3=O)N12	-12	-39	16	-7	10	-24
CCCc1ccc(N)cc1	-9	-16	3	-18	-24	-38
CC1(C)CCC(CC(=O)O)(CC(=O)O)CC1	-2	11	-5	-17	-3	9
CC1(C)CC[C@]2(C(=O)O)CC[C@]3(C)C(=CC[C@@H]4[C@@]5(C)CC[C@H](O)C(C)(C)[C@@H]5CC[C@]43C)[C@@H]2C1	-8	-4	-4	13	0	4

Screening results deposited in PubChem by NCI.
